DNMT1 block – human DNMT1 methyltransferase inhibitors, primary screen, biochemical, molecular beacon, fluorescence, HinP1I cleavage, uHTS. AID 588458, 2011. DNA (cytosine-5)-methyltransferase 1 (Homo sapiens), P26358. inhibition (reported as % activation of signal), % at 10 µM. 360,000 compounds, 0.83% hits; in the data active means inhibition above about 50%
SUMO1 PPI mod – modulators of SUMO1 protein-protein interactions, primary screen, biochemical, uHTS; Small ubiquitin-related modifier 1 (Homo sapiens), P63165; SUMO1 binding to a labelled peptide, TR-FRET, 1 h; inhibition, % at 20 µM; 360,000 compounds, 0.33% hits; AID 602429, 2012; in the data active means inhibition above about 37%
Target sequence (P63165 whole entry, looked up): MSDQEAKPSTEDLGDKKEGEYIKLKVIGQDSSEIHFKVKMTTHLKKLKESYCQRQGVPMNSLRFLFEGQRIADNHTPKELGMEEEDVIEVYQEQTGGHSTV
LMPTP inh – LMPTP phosphatase inhibitors, primary screen, biochemical, fluorescence intensity, uHTS | Low molecular weight phosphotyrosine protein phosphatase (Homo sapiens), P24666 | recombinant LMPTP-A, OMFP fluorogenic substrate | inhibition, % at 20 µM | 360,000 compounds, 0.22% hits | AID 651560, 2012;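 active means compounds that cut the enzyme signal by at least half of the control window in the single-dose screen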;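 further: plate controls were DMSO wells with enzyme plus substrate for no effect and substrate without enzyme for full effect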
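material = LMPTP-A | quantity = 0.625 nM enzyme | reagent = OMFP substrate, 400 µM final | buffer or medium = Bis-Tris pH 6.0, DTT, detergent | detection = endpoint fluorescence intensity from OMFP dephosphorylation | dosing = single 20 µM dose | read-out basis = % inhibition relative to no-enzyme and uninhibited control wells | control set = no-enzyme and uninhibited controls | timing = 50 min at room temperature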
STEP block – STEP phosphatase inhibitors, primary screen, biochemical, fluorescence intensity, uHTS. Tyrosine-protein phosphatase non-receptor type 5 (Homo sapiens), P54829. recombinant STEP, OMFP fluorogenic substrate. inhibition, % at 20 µM. 360,000 compounds, 0.25% hits;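 active means inhibition at 20 µM, scaled per plate between control wells, above about 37%, limit read from the data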;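 further: 0% = DMSO with enzyme and substrate and 100% = substrate only without enzyme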
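Assay system: isolated STEP enzyme / Timing: 20 min at room temperature, dark / Doses: 20 µM, 1% DMSO / Technique: fluorescence intensity, excitation 480 nm, emission 540 nm / Reagent: fluorogenic phosphatase substrate OMFP at 25 µM final / Measure: percent inhibition scaled to no-enzyme and uninhibited-enzyme controls, plate-pattern corrected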
Neddyl block – inhibitors of cullin neddylation, primary screen, biochemical, TR-FRET, uHTS, NAE and Ubc12. AID 651699, 2012. calls only at 25 µM. 360,000 compounds, 0.58% hits; in the data active means inhibition above about 36%
Rpn11 inh – Rpn11 (PSMD14) deubiquitinase inhibitors, primary screen, biochemical, fluorescence polarization, uHTS; 26S proteasome non-ATPase regulatory subunit 14 (Homo sapiens), O00487; human 26S proteasome, Ub4-pepOG fluorescence polarization; 20S core pre-blocked with epoxomicin; calls only at 20 µM; 360,000 compounds, 0.59% hits; AID 588493, 2011;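 active means inhibition at 20 µM, scaled to each plate's controls, above about 33%, limit read from the data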
Target sequence (O00487 whole entry, looked up): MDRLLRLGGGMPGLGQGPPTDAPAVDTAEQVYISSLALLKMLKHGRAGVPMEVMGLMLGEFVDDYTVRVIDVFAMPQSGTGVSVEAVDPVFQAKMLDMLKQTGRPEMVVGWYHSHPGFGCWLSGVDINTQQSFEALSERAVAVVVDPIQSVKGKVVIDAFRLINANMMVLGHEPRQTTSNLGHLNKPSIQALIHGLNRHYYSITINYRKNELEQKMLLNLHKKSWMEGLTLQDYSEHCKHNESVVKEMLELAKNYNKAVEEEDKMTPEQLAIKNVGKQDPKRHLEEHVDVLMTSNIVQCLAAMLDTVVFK
Scp1 inh – Scp-1 phosphatase inhibitors, primary screen, biochemical, colorimetric, uHTS; 340,000 compounds, 0.88% hits; inhibition, % at 20 µM; Recombinant Scp1, phosphopeptide, malachite green phosphate absorbance;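 active means inhibition above about 50% at 20 µM, limit read from the data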;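 further: plate controls were DMSO wells with enzyme for no effect and wells lacking enzyme for full effect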
Target sequence (Q9GZU7 76-261 limits assumed): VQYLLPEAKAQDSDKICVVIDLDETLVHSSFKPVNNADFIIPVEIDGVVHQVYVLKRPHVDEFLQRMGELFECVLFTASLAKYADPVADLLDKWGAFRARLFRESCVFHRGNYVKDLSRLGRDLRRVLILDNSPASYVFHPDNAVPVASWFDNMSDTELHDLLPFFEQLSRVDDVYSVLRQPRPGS
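Material: truncated SCP-1 phosphatase (76-261aa) / Buffer or medium: 50 mM Tris acetate pH 5.5, 0.005% Tween-20, 10 mM MgCl2 / Compound dosing: one concentration, 20 µM, with 1.0% DMSO / Incubation: 45 min room-temperature reaction, 5 min colour, 30 min stabiliser / Detection: colorimetric free-phosphate detection, absorbance 630 nm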
CSN deneddyl inh – inhibitors of CSN-mediated cullin deneddylation, primary screen, biochemical, fluorescence polarization, uHTS | COP9 signalosome complex subunit 5 (Homo sapiens), Q92905 | Purified CSN, SCF-Nedd8-OG deneddylation | inhibition, % at 12.5 µM | 360,000 compounds, 0.38% hits;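 active means pattern-corrected inhibition above about 35%, with an unprinted fluorescence ratio check between 0.5 and 1.5, limit read from the data, passing the limit was not always enough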;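 further: 0% = enzyme with substrate and 100% = substrate without enzyme; some results filed as inactive read as strong as hits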
Target sequence (Q92905 whole entry, looked up, one chain of several): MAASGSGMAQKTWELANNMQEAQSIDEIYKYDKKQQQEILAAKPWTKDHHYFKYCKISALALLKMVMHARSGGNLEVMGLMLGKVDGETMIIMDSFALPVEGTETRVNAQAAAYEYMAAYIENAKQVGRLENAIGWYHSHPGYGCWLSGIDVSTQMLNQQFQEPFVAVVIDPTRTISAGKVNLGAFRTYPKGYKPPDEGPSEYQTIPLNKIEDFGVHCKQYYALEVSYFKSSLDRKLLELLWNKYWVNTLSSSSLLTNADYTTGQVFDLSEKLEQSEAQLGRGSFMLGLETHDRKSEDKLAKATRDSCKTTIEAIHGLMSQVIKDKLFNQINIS
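Assay system: purified human Csn5 enzyme expressed in HEK293T cells; measure: % inhibition; also added: SCFSkp2-Nedd8OG substrate at 10 nM final; technique: fluorescence polarization; times: reaction 90 min, room temperature; medium: Tris buffer pH 7.5, NaCl, DTT, Tween-20, trehalose, ovalbumin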
Rin1 Abl inh – inhibitors of Rin1-Abl protein binding, primary screen, biochemical, TR-FRET. Tyrosine-protein kinase ABL1 (Homo sapiens) + Ras and Rab interactor 1 (Homo sapiens), …. inhibition, % at 7.35 µM. 360,000 compounds, 0.4% hits; in the data active means inhibition above about 5%, passing the limit was not always enough
NadD inh – inhibitors of S. aureus NadD, primary screen, biochemical, colorimetric, uHTS; 360,000 compounds, 0.78% hits; Nicotinate-nucleotide adenylyltransferase NadD (Staphylococcus aureus N315); inhibition, % at 20 µM; AID 602399, 2012; purified NadD enzyme, colorimetric absorbance read-out; in the data active means inhibition above about 26%; further: some compounds past the cut are filed as inactive
* = called active by the depositor; i = inactive; · = not tested or not shown.

Values in the order – DNMT1 block | SUMO1 PPI mod | LMPTP inh | STEP block | Neddyl block | Rpn11 inh | Scp1 inh | CSN deneddyl inh | Rin1 Abl inh | NadD inh
> COc1cc2c(cc1OC)C(COc1ccccc1OC)N(C(=O)C(C)(C)C)CC2 (stereo not given)
    -1 | -1 | -1.0 | 0 | i | i | -12 | -4 | -1 | -5
> Cc1nc2ccccc2nc1SCC(=O)c1ccccc1
    0 | -11 | 1.5 | -1 | i | i | -7 | -4 | -3 | -7
> Cc1cccn2cc(CNS(=O)(=O)c3cccc(F)c3)nc12
    -3 | -4 | -1.6 | -1 | i | i | 2 | -3 | 0 | -2
> CC(C)C[C@H]1CN=C(Nc2ccccc2)N1CC1CCC(C)CC1 (stereo not given in full)
    6 | 3 | -0.5 | 0 | i | i | 1 | 5 | 1 | -4
> Cc1ccc(C(=O)N/C(=C\c2ccccc2)C(=O)NCc2ccncc2)cc1
    0 | -2 | 1.9 | -3 | i | i | -16 | -1 | 1 | 2
> CC(C)c1ccc(NC(=O)c2csnn2)cc1
    2 | -3 | -0.4 | -8 | i | i | -8 | -5 | 2 | 8
> CCCCN1C(=O)CN(CCc2ccccc2)C(=O)C1c1ccc(OC)cc1 (stereo not given)
    0 | -3 | -0.7 | -2 | i | i | -5 | 1 | -2 | -5
> COc1ccc(OC)c(NC(=O)NNC(=O)CCCOc2ccc(Cl)cc2C)c1
    0 | 3 | 1.1 | 0 | i | i | -15 | -2 | -2 | -5
> O=C(COc1ccccc1)N(Cc1ccco1)C1CCS(=O)(=O)C1 (stereo not given)
    1 | 7 | -1.1 | 0 | i | i | -5 | 0 | 1 | -3
> CCCNC(=O)C1(C)CCN(Cc2ccc(Cl)c(Cl)c2)C1 (stereo not given)
    -1 | 0 | -0.6 | 2 | i | i | · | 2 | -4 | -1

Going on with the list:
Values in the order – DNMT1 block | SUMO1 PPI mod | LMPTP inh | STEP block | Neddyl block | Rpn11 inh | Scp1 inh | CSN deneddyl inh | Rin1 Abl inh | NadD inh
> OC(COc1ccc2c(c1)CCC2)CN1CCN(c2cccc(Cl)c2)CC1 (stereo not given)
    -1 | 1 | 4.9 | 1 | i | i | -5 | -1 | 0 | -2
> CCN(CC)c1ccc(/C=C2\C(=N)N3N=C(CC(=O)N4CCOCC4)SC3=NC2=O)cc1
    30 | -71 | 6.6 | -24 | i | · | 11 | 122 | -2 | 18
> COc1ccc(/C=C/c2nc3ccccc3n2Cc2ccccc2OC)cc1
    -10 | -6 | 16 | 0 | · | i | 6 | -2 | -1 | 4
> COC(=O)c1cc(NC(=O)c2cc(-c3ccccc3Cl)oc2C(F)(F)F)ccc1N1CCOCC1
    -22 | 0 | 3.2 | 2 | i | i | 17 | 1 | -2 | -2
> CCCSc1cc(N2CCCC2)nc(-c2ccccc2)n1
    -1 | 0 | -1.5 | -4 | i | i | 0 | 0 | 5 | 25
> CCOC(=O)C(CC)Sc1ncnc2c1nnn2-c1ccc(F)cc1 (stereo not given)
    -1 | -9 | -2.7 | -6 | i | i | -2 | 0 | 0 | -1
> Cc1csc(NC(=O)CSc2ccc(-c3ccccc3)nn2)n1
    -2 | 3 | -0.3 | 1 | i | i | -2 | -1 | 0 | -6
> CCCCn1c(N)c(N(CCOC)C(=O)C2CCN(S(=O)(=O)c3ccc(C)cc3C)CC2)c(=O)[nH]c1=O
    0 | -1 | 0.2 | -1 | i | i | 10 | 6 | 3 | 2
> Cc1ccc(NS(=O)(=O)c2ccc(N3CCN(c4ccc(O)cc4)CC3)c([N+](=O)[O-])c2)c(C)c1
    -28 | -7 | 1.2 | -6 | i | i | 2 | -1 | 0 | 19
> COc1ccc(N(CC(=O)Nc2cccc(C(F)(F)F)c2)S(=O)(=O)c2c(C)[nH]c(=O)[nH]c2=O)cc1
    3 | 10 | -0.1 | -4 | i | i | -5 | -1 | -1 | 0

Remaining list, next part
Values in the order – DNMT1 block | SUMO1 PPI mod | LMPTP inh | STEP block | Neddyl block | Rpn11 inh | Scp1 inh | CSN deneddyl inh | Rin1 Abl inh | NadD inh
> COc1cc(C(c2sc3nc(C)nn3c2O)N2CC(C)OC(C)C2)cc(OC)c1OC (stereo not given)
    2 | -1 | -2.3 | -1 | i | i | -4 | 3 | 5 | 0
> COc1ccc(C2CC(c3ccccc3OC(=O)/C=C/c3ccccc3)=NN2C(C)=O)cc1 (stereo not given)
    -5 | 0 | 6.2 | 5 | i | i | -27 | 0 | -2 | -2
> O=C(O)c1ccc(-n2nnnc2SCc2ccccc2F)cc1
    -1 | 4 | -1.1 | 2 | i | i | -4 | -2 | 0 | 4
> CCCCc1c(-c2ccccc2OC)ncn1CCc1cccc(OC)c1
    · | 8 | -0.3 | · | i | · | · | 3 | · | -3
> COc1ccc(C(=O)NNC(=O)c2cc3cc([N+](=O)[O-])ccc3oc2=O)cc1OC
    5 | 2 | -0.9 | -5 | i | i | 3 | -2 | 1 | 0
> O=C(Nc1ccc2nc(-c3ccccn3)[nH]c2c1)C1CCCCC1
    -3 | 6 | -0.9 | -1 | · | i | 5 | 0 | -5 | 0
> Cc1ccc(Oc2ccc(NC(=O)Cn3ccsc3=N)cc2)cc1
    5 | -2 | 3.5 | -6 | i | i | 1 | 0 | 1 | -9
> Cc1c(C)c2ccc(OCC(=O)N3CCC(C(=O)O)CC3)c(C)c2oc1=O
    2 | 5 | -1.6 | 2 | · | i | 1 | -2 | -3 | -2
> Cc1ccccc1NC(=O)C1CCCN(c2nnc(N3CCCC3=O)s2)C1 (stereo not given)
    1 | -5 | 0.7 | 2 | i | i | -9 | 4 | -1 | 5
> Fc1cnc(Cl)nc1N1CCN(c2ccccc2)CC1
    2 | 1 | -0.2 | -1 | i | i | -11 | 4 | -1 | -3

The results go on:
Values in the order – DNMT1 block | SUMO1 PPI mod | LMPTP inh | STEP block | Neddyl block | Rpn11 inh | Scp1 inh | CSN deneddyl inh | Rin1 Abl inh | NadD inh
> Nc1nonc1-c1nc2ccccc2n1Cc1ccc(F)cc1
    -3 | 4 | 3.4 | -3 | i | i | -22 | 0 | 3 | 0
> C=CCN1C(=NC(=O)CC)SC2CS(=O)(=O)CC21 (stereo not given)
    4 | 0 | -0.6 | -2 | i | i | -1 | 0 | -1 | 1
> Cc1cccc(NC(=S)N(Cc2ccco2)C(C)c2cccs2)c1 (stereo not given)
    -5 | 0 | 2.1 | 1 | i | i | -14 | -1 | 0 | -7
> Cc1ccc(C(=O)OCC(=O)NCc2ccc(Cl)cc2Cl)o1
    13 | 7 | 0.4 | 1 | i | i | 6 | 4 | 0 | -21
> NC(=O)CC(NC(=O)Cc1ccc(Br)cc1)c1ccc(NCCN2CCCC2)c([N+](=O)[O-])c1 (stereo not given)
    1 | -23 | -0.6 | 1 | i | i | -8 | 1 | -3 | -5
> COc1cc2c(C(=O)N3CCN(C)CC3)c(C)n(-c3ccccc3)c2cc1Br
    0 | 2 | -1.5 | -2 | i | i | 20 | 5 | 1 | -12
> CC(=O)c1c(C(C)=O)c(C)n(-c2nc(-c3cccs3)c(C)s2)c1C
    -4 | -1 | 0.4 | 2 | i | i | 0 | 2 | -2 | 0
> O=C(Nc1ccc(Cl)cc1C(F)(F)F)c1ccccc1
    -4 | 2 | -1.2 | 0 | i | i | -9 | 3 | 0 | -3
> CC(C)Cc1ccc(C(C)C(=N)N)cc1 (stereo not given)
    -3 | 0 | -0.9 | -2 | i | i | 0 | 0 | 1 | -5
> O=C(CSc1nnc(CNC(=O)c2c(F)cccc2Cl)o1)Nc1ccc2c(c1)OCO2
    -6 | -1 | 0.0 | -2 | i | i | -4 | -5 | -2 | -1

The list goes on.
Values in the order – DNMT1 block | SUMO1 PPI mod | LMPTP inh | STEP block | Neddyl block | Rpn11 inh | Scp1 inh | CSN deneddyl inh | Rin1 Abl inh | NadD inh
> O=C1C=C(c2ccccc2)OC(c2ccccc2)O1 (stereo not given)
    1 | 0 | 0.3 | 0 | i | i | -10 | -6 | -3 | -8
> CCc1nn(-c2ccccc2)c(N)c1-c1ccc(OC)c(OC)c1
    0 | 0 | -0.4 | 0 | i | i | 4 | 3 | -1 | -3
> Cc1ccc(Nc2c(F)c(F)c(F)c(F)c2C(=O)O)c(C)c1
    -4 | -2 | 2.6 | 3 | i | i | 0 | -3 | 3 | -3
> Cc1ccccc1OCCNC(=O)/C=C/c1ccccc1
    -5 | -3 | -0.2 | 2 | i | i | -11 | -1 | 0 | -1
> O=C(CSc1ccccn1)Nc1cccc(S(=O)(=O)N2CCCC2)c1
    -1 | 2 | -0.5 | 2 | i | i | -2 | -4 | 1 | -7
> CC(C)c1nc(NCC2CCCO2)c(C#N)c2c1COC(C)(C)C2 (stereo not given)
    -1 | 1 | 0.7 | -4 | · | i | 8 | -4 | 2 | 0

Of the compounds above, these have an aryl thioether with sulfur outside any ring:
Values in the order – DNMT1 block | SUMO1 PPI mod | LMPTP inh | STEP block | Neddyl block | Rpn11 inh | Scp1 inh | CSN deneddyl inh | Rin1 Abl inh | NadD inh
> Cc1nc2ccccc2nc1SCC(=O)c1ccccc1
    0 | -11 | 1.5 | -1 | i | i | -7 | -4 | -3 | -7
> CCCSc1cc(N2CCCC2)nc(-c2ccccc2)n1
    -1 | 0 | -1.5 | -4 | i | i | 0 | 0 | 5 | 25
> CCOC(=O)C(CC)Sc1ncnc2c1nnn2-c1ccc(F)cc1 (stereo not given)
    -1 | -9 | -2.7 | -6 | i | i | -2 | 0 | 0 | -1
> Cc1csc(NC(=O)CSc2ccc(-c3ccccc3)nn2)n1
    -2 | 3 | -0.3 | 1 | i | i | -2 | -1 | 0 | -6
> O=C(O)c1ccc(-n2nnnc2SCc2ccccc2F)cc1
    -1 | 4 | -1.1 | 2 | i | i | -4 | -2 | 0 | 4
> O=C(CSc1nnc(CNC(=O)c2c(F)cccc2Cl)o1)Nc1ccc2c(c1)OCO2
    -6 | -1 | 0.0 | -2 | i | i | -4 | -5 | -2 | -1
> O=C(CSc1ccccn1)Nc1cccc(S(=O)(=O)N2CCCC2)c1
    -1 | 2 | -0.5 | 2 | i | i | -2 | -4 | 1 | -7

Screening results deposited in PubChem BioAssay by several laboratories.
